High-throughput results as filed in PubChem BioAssay.
RXFP1 ag – qHTS Assay for Agonists of the Relaxin Receptor RXFP1; Relaxin receptor 1 (Homo sapiens), Q9HBX9; HEK293T-RXFP1 cAMP TR-FRET, 30 min; response scale: percent of porcine relaxin response, buffer zero; Potency, µM (series often up to 57.5 µM), without a hit: at the highest dose activation, actives largely listed as activators; hit rate 0.3% among 370,000; AID 2676, 2010; further: on the % scale 0 is the no-effect control and ±100 the full control effect; nearly all actives have a fitted effect of over 60% in size; many of its hits are not listed in these tables
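HEK293 cells stably expressing RXFP1, treated 30 min at 37C with compounds plus PDE4 inhibitor Ro 20174; cAMP measured by HTRF TR-FRET. Normalized to buffer and 29 nM porcine relaxin; EC50 by Hill fit.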
RGS4 inh – Inhibitors of Regulator of G Protein Signaling (RGS) 4: qHTS; Transcreener GDP fluorescence polarization, RGS4-accelerated GTP hydrolysis; Potency, µM (highest dose often 114 µM), without a hit: top-dose activity change, negative = inhibition, hits mostly inhibitors; hit rate 0.039% among 390,000; further: on the % scale 0 is the no-effect control and ±100 the full control effect; nearly all actives have a fitted effect of over 75% in size; some results filed as inactive show a strong effect at the top dose
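MLSMR compounds (23 nl, pin-transferred) preincubated 10 min at room temperature with a 500nM (2x) first reagent, then RGS4 at 900nM (2x) plus Transcreener GDP mix added; fluorescence polarization (620/688 nm) read before and after 90 min at 30 °C.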
Vif-APOBEC3F blk – qHTS for Inhibitors of Vif-A3F Interactions: qHTS | HeLa A3F-eYFP + Vif (tagged APOBEC3F with the HIV-1 protein that degrades it), YFP fluorescence increase | Potency, µM (doses to about 46.1 µM), for inactives: at the highest dose activity, negative = active | hit rate 0.2% among 390,000; further: % of control where 0% means no effect; nearly all actives have a fitted effect of over 65% in size
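HeLa cells stably expressing Vif plus C-terminally eYFP-tagged A3F were seeded, incubated overnight at 37 deg C, dosed with compound, incubated overnight again at 37 deg C. Yellow fluorescence (Ex 488/Em 500-530) reported blocked Vif-mediated A3F-eYFP degradation.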
12-LOX inh – Primary qHTS assay for inhibitors of human arachidonate 12S-lipoxygenase (ALOX12): Round 2. purified 12hLO, xylenol orange hydroperoxide absorbance. Potency, µM (titrated, usually from 108 µM), for the others: at the top dose activity change, negative = inhibition, actives largely listed as inhibitors. hit rate 1.1% among 580,000. AID 1671190, 2021; further: on the % scale 0 is the no-effect control and ±100 the full control effect
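Purified human 12hLO at 150 nM in 25 mM Hepes, 0.01% Triton X-100, pH 7.0, preincubated 15 min at room temperature with compound. Reaction started with 40 uM arachidonic acid, 30 min at room temperature. Hydroperoxide measured by Fe-xylenol orange, 573/405 nm absorbance ratio.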
Vif-A3G inh – qHTS for Inhibitors of Vif-A3G Interactions: qHTS; DNA dC->dU-editing enzyme APOBEC-3G (Homo sapiens), Q9HC16; HeLa A3G-eYFP + Vif (tagged APOBEC3G with the HIV-1 protein that degrades it), YFP fluorescence, overnight; Potency, µM (highest dose often 46.1 µM), for the others: top-dose activity, negative = active, usual class: inhibitors; hit rate 0.076% among 410,000; AID 602310, 2012;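 further: on the % scale 0 is the no-effect control and ±100 the full control effect; nearly all actives have a fitted effect of over 60% in size; hits raise eYFP signal because A3G escapes Vif-driven loss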
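HeLa cells stably expressing Vif and C-terminally eYFP-tagged A3G, seeded overnight at 37 deg C, then exposed to compound by pintool overnight at 37 deg C. Rise in yellow fluorescence (Ex 488/Em 500-530, Acumen) marks blocked Vif-driven A3G degradation.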
USP1 inh – Inhibitors of USP1/UAF1: Primary Screen. Ubiquitin carboxyl-terminal hydrolase 1 (Homo sapiens), O94782. recombinant USP1/UAF1, Ub-Rhodamine cleavage fluorescence. Potency, µM (top dose mostly 57.1 µM), inactives show top-dose activity change, negative = inhibition, usual class: inhibitors. hit rate 0.23% among 390,000. AID 743255, 2014; further: on the % scale 0 is the no-effect control and ±100 the full control effect; nearly all actives have a fitted effect of over 60% in size; inactives centre near -12
Target sequence (O94782 whole entry, looked up): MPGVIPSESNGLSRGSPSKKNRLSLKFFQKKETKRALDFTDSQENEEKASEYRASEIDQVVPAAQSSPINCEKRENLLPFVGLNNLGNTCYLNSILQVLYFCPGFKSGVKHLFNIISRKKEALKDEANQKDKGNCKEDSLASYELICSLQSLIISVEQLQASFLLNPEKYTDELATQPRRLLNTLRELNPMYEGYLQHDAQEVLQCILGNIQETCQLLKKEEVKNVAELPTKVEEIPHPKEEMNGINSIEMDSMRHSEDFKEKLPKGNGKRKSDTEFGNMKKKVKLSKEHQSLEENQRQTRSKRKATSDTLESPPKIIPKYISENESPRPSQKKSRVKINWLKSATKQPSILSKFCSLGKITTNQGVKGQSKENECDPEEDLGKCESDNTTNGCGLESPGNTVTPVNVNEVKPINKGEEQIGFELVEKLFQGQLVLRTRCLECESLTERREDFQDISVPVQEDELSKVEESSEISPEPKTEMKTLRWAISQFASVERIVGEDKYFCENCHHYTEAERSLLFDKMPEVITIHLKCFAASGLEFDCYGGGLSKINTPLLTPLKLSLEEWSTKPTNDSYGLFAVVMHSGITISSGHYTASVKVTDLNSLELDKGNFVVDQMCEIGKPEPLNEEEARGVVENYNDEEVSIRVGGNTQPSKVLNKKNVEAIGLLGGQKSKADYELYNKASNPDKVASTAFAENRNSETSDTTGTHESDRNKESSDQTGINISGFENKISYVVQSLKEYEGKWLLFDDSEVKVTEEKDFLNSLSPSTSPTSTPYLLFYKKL
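USP1/UAF1 complex (1 nM) preincubated 15 min at room temperature with compound, then Ub-Rho substrate (150 nM final) added. Kinetic fluorescence at 480/540 nm over 6 reads at 60 s intervals; 50 mM HEPES pH 7.8, 0.5 mM EDTA, 0.1 mg/ml BSA, 1 mM TCEP, 0.01% Tween-20.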
TrxR1 inh – qHTS Assay for Inhibitors of Mammalian Selenoprotein Thioredoxin Reductase 1 (TrxR1): qHTS; Thioredoxin reductase 1, cytoplasmic (Rattus norvegicus), O89049; recombinant rTrxR1, NADPH fluorescence consumption, selenite substrate; Potency, µM (highest dose often 114 µM), for inactives: at the top dose activity change, negative = inhibition, hits mostly inhibitors; hit rate 1% among 390,000; AID 588453, 2011; further: on the % scale 0 is the no-effect control and ±100 the full control effect; nearly all actives have a fitted effect of over 65% in size
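Rat TrxR1 (90 nM in the dispensed reagent) was pre-reduced with 400 uM NADPH for 5 min at room temperature, then incubated with compound for 15 min. After 400 uM selenite was added, NADPH fluorescence (Ex 340/Em 450 nm) was followed for 8 min.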
TrxR1 substrate – qHTS Assay for Substrates of Mammalian Selenoprotein Thioredoxin Reductase 1 (TrxR1): qHTS; purified TrxR1 substrate turnover, NADPH consumption readout; AID 588456, 2011; Potency, µM (top dose mostly 114 µM), for inactives: at the top dose activity change, negative = substrate turnover; Thioredoxin reductase 1, cytoplasmic (Rattus norvegicus), O89049; hit rate 0.01% among 390,000; further: on the % scale 0 is the no-effect control and ±100 the full control effect; nearly all actives have a fitted effect of over 50% in size
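Rat TrxR1, dispensed at 90 nM, was prereduced with 400 uM NADPH (final) for 5 min at ~22 deg C, then incubated with compound 15 min before 400 uM selenite. A first-read NADPH fluorescence drop versus no-compound background flagged substrates.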
IDH1 R132H inh – qHTS for Inhibitors of mutant isocitrate dehydrogenase 1 (IDH1): qHTS; IDH1-R132H enzyme, NADPH consumption, diaphorase/resazurin fluorescence; hit rate 0.093% among 390,000; Potency, µM (series often up to 76.6 µM), inactives show at the highest dose activity change, negative = inhibition, actives largely listed as inhibitors; Isocitrate dehydrogenase [NADP] cytoplasmic (Homo sapiens), O75874; further: on the % scale 0 is the no-effect control and ±100 the full control effect; nearly all actives have a fitted effect of over 65% in size
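IDH1-R132H (0.5 ug/mL dispensed) in pH 7.5 Tris buffer was preincubated 30 min with compound, then given a substrate mix of 0.016 mM NADPH and 2 mM alpha-KG for 80 min at room temperature; remaining NADPH was read by diaphorase/resazurin fluorescence.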
* hit, by the source's call; u = inconclusive; x = no result given; [ ] = another dose, or the depositor's remark. The call rests on the fitted dose curve; in most records, active means well fitted curve in the direction sought with a large enough effect; inconclusive means small, poorly fitted or top-dose-only effect, or another doubt; inactive means no such curve, though single readings can be large; an effect the other way counts as inactive or inconclusive. Potency means the concentration at half of the fitted maximal effect.

1) COC(=O)C(O)(c1ccc(NC(=S)NC(=O)c2ccc(Cl)cc2Cl)cc1)C(F)(F)F (stereo unspecified)
2) O=C1NC(=O)C(CCc2ccncc2)(CCc2ccccn2)C(=O)N1c1ccc(Br)cc1 (stereo unspecified)
3) CCN1C(=O)C(=Cc2ccc(C)s2)C(=O)N(CC)C1=S
4) CN1C(=O)C(=Cc2sc(=O)n(-c3ccccc3)c2N(C)C)C(=O)N(C)C1=O
5) CCN(CC)C(=O)c1ccc(NC(=O)c2cccc(C(F)(F)F)c2)cc1

Screen / compound no.	1	2	3	4	5
IDH1 R132H inh	4%	5%	-4%	5%	-9%
TrxR1 inh	u	22%[57.1 µM]	14µM*	1%[57.1 µM]	20%
USP1 inh	-19%	-5%	-25%	-25%	-3%
12-LOX inh	u	11%	u	205%[activator]	0%
TrxR1 substrate	-14%	5%[57.1 µM]	-4%	-25%[57.1 µM]	-3%
Vif-A3G inh	-17%	-19%	-4%	u	-6%
RGS4 inh	-30%	-15%	u	-15%	29%
RXFP1 ag	0.4%	9.6%	0.1%	22%	-2.9%
Vif-APOBEC3F blk	-19%	7%	-12%	u	9%

Entries by screen from the list:
Entries 1 to 5 in RGS4 inh, in turn: -30%, -15%, u, -15%, 29%
Entries 1 to 5 in IDH1 R132H inh, in turn: 4%, 5%, -4%, 5%, -9%
Entries 1 to 5 in USP1 inh, in turn: -19%, -5%, -25%, -25%, -3%

Additional entries:
6) COC(=O)c1ccc(N=C(c2ccccc2)c2c(O)n(C)c(=O)n(C)c2=O)cc1
7) CCOC(=O)c1ccc(NC(=O)c2cccn(Cc3ccc(C)cc3)c2=O)cc1
8) COC1C(O)C(C)OC(OC2C(Oc3cccc4c(O)c5c(=O)oc6ccc(C)c7c(=O)oc(c34)c5c67)OC(C)C(O)C2O)C1O (stereo unspecified)
9) CCN1C[C@]2(COC)CC[C@H](OC)[C@@]34C5C[C@H]6C(=O)C5[C@](O)(C[C@H]6OC)[C@@](O)(C(OC)C23)[C@@H]14 (stereo partly specified)
10) CCCc1cc(=O)oc2cc(OCC(=O)N3CCN(Cc4ccc5c(c4)OCO5)CC3)ccc12

Screen / compound no.	6	7	8	9	10
IDH1 R132H inh	4%	-3%	19%	-6%	5%
TrxR1 inh	-7%	28%[57.1 µM]	-13%	8%	-23%
USP1 inh	-3%	-9%	-21%	15%	-13%
12-LOX inh	0%	-1%	u	23%	9%
TrxR1 substrate	-2%	5%[57.1 µM]	18%	-2%	14%
Vif-A3G inh	1%	5%	2%	2%	2%
RGS4 inh	-29%	2%	-16%	11%	-19%
RXFP1 ag	4.7%	18%	x	x	5.1%
Vif-APOBEC3F blk	-1%	-14%	-24%	-4%	1%

11) CC12CCC(O)CC1CCC1C2CCC2(C)C(C3=CC(=O)OC3)C(O)CC12O (stereo unspecified)
12) CN(C)CCCN=Cc1c(O)n(CCc2ccc(F)cc2)c(=O)[nH]c1=O
13) COC(=O)C1=C(c2ccccc2)C[C@@H]2CC[C@H]1N2C(=O)NCCNC(C)=O
14) CCC(=NCC1CCCO1)c1c(O)n(Cc2ccccc2)c(=O)[nH]c1=O (stereo unspecified)
15) Cc1nn(Cc2ccccc2Cl)c(Cl)c1C(=O)O

Screen / compound no.	11	12	13	14	15
IDH1 R132H inh	3%	-1%	-8%	4%	-7%
TrxR1 inh	20%[11.4 µM]	15%[57.1 µM]	13%[57.1 µM]	0%	24%
USP1 inh	4%	-12%	0%	1%	-4%
12-LOX inh	9%	-23%	-12%	0%	25%
TrxR1 substrate	11%[57.1 µM]	7%[57.1 µM]	7%[57.1 µM]	-2%	0%
Vif-A3G inh	-13%	-5%	3%	-1%	1%
RGS4 inh	-23%	22%	11%	21%	28%
RXFP1 ag	x	0.7%	x	0.1%	-0.4%
Vif-APOBEC3F blk	-1%	5%	3%	-8%	-12%

Compound profiles, from the list above. Order of screens: IDH1 R132H inh | TrxR1 inh | USP1 inh | 12-LOX inh | TrxR1 substrate | Vif-A3G inh | RGS4 inh | RXFP1 ag | Vif-APOBEC3F blk
CCN1C[C@]2(COC)CC[C@H](OC)[C@@]34C5C[C@H]6C(=O)C5[C@](O)(C[C@H]6OC)[C@@](O)(C(OC)C23)[C@@H]14 (stereo partly specified) in the list: -6% | 8% | 15% | 23% | -2% | 2% | 11% | x | -4%
CCN(CC)C(=O)c1ccc(NC(=O)c2cccc(C(F)(F)F)c2)cc1 in the list: -9% | 20% | -3% | 0% | -3% | -6% | 29% | -2.9% | 9%
COC(=O)C1=C(c2ccccc2)C[C@@H]2CC[C@H]1N2C(=O)NCCNC(C)=O in the list: -8% | 13%[57.1 µM] | 0% | -12% | 7%[57.1 µM] | 3% | 11% | x | 3%
CC12CCC(O)CC1CCC1C2CCC2(C)C(C3=CC(=O)OC3)C(O)CC12O (stereo unspecified) in the list: 3% | 20%[11.4 µM] | 4% | 9% | 11%[57.1 µM] | -13% | -23% | x | -1%

An excerpt. The share of hits here may be higher or lower than overall.
